# AMA1 RON2 block: AMA1-RON2 (P. falciparum) interaction inhibition | Potency, µM (top dose mostly 58.2 µM), inactives show top-dose activity change, negative = inhibition, actives largely listed as inhibitors | AID 720542 | AlphaScreen AMA1-biotinylated RON2 peptide binding | actives 0.2% (n = 360,000);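 also: potency is read from the fitted curve at half-maximal effect; 0% = vehicle wells and -100% = peptide control; nearly all actives have a fitted effect of over 45% in size; some results filed as inactive show a strong effect at the top dose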
#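 AMA1 (3D7) with his tag at 25 nM final met compounds first, then biotinylated RON2 peptide at 25 nM; detection used donor plus acceptor beads, 10 µg/mL apiece, read by AlphaScreen after 30 min at room temperature.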
# HCMV antiviral: human cytomegalovirus inhibition; actives 4.5% (n = 410,000); activity change, negative = inhibition, % at 57.5 µM; HFF cells, HCMV-luciferase reporter, 72 h; stronger effect = lower value; AID 1259415; in the data active = activity change below about -60%; inconclusive = no clear call, values can overlap the other calls; inactive = above about -39%
#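 Cell-based, HFFs, 1000 cells/well, 16 h 37C; cpds in DMSO + HCMV-luc, MOI 1 PFU/cell; 72 h 37C; OneGlo luminescence after 5 min RT; norm. to buffer vs Salinomycin 10uM.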
# Sm TGR block: S. mansoni TGR enzyme inhibition; Q962Y6; purified TGR, DTNB reduction, TNB absorbance 405 nm; Potency, µM (titrated, usually from 114 µM), for the others: top-dose activity change, negative = inhibition, usual class: inhibitors; actives 3% (n = 360,000); also: potency is read from the fitted curve at half-maximal effect; nearly all actives have a fitted effect of over 60% in size
#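 First, TGR (20 nM dispensed) and NADPH were mixed with compound. Second, a 15 min room-temperature incubation followed. Third, further NADPH and then DTNB were added to start the reaction. Finally, TNB absorbance was monitored kinetically.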
# FBPA Giardia inh: Giardia lamblia aldolase inhibition; purified Giardia FBPA; Potency, µM (doses to about 59.6 µM), without a hit: at the top dose activity, negative = inhibition, actives largely listed as inhibitors; actives 0.71% (n = 290,000); also: potency is read from the fitted curve at half-maximal effect; nearly all actives have a fitted effect of over 55% in size
# Target sequence (A8B2U2 whole entry, looked up): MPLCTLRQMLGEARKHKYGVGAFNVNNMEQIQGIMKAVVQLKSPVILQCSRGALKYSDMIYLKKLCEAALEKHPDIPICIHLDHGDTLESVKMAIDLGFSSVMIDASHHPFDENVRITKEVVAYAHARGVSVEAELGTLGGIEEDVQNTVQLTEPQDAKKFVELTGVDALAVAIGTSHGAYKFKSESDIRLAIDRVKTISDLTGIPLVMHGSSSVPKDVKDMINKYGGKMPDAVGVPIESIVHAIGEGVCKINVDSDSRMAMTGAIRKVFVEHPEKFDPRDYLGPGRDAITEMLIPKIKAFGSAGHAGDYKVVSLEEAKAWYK
#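 Giardia FBPA (40 nM reagent) was preincubated 10 min at RT with compound (up to 57.5 uM final), then substrate plus GAPDH/TPI/NAD/arsenate coupling system with diaphorase/resazurin was added; resorufin fluorescence (525/598 nm) was read after 20 min.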
# AmpC no deterg: blocks E. coli AmpC beta-lactamase in detergent-free assay | P00811 | AmpC nitrocefin hydrolysis, absorbance 480 nm, 0.0001% Triton | Potency, µM (highest dose often 57.1 µM), for the others: at the top dose activity change, negative = inhibition, actives largely listed as inhibitors | actives 0.52% (n = 330,000) | AID 485341;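 also: potency is read from the fitted curve at half-maximal effect; plate controls were no compound for no effect and no enzyme for full effect; nearly all actives have a fitted effect of over 20% in size; some results filed as inactive show a strong effect at the top dose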
# Target sequence (P00811 whole entry, looked up): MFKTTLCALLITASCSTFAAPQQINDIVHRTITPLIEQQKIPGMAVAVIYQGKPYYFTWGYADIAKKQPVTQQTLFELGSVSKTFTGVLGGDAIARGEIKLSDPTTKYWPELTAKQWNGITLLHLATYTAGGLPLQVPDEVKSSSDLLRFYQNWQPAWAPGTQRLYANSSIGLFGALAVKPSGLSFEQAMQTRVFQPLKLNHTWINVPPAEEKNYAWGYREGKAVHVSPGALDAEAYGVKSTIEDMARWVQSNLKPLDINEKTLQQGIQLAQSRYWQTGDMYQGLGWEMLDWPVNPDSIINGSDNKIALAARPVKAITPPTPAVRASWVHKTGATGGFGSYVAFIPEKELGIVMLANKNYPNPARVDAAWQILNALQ
#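 20 mM phosphate pH 7.0 + 0.01% (detergent screen) or 0.0001% Triton X-100; 5.3 nM AmpC reagent; cpd preinc 15 min RT; nitrocefin (800 uM stock) to start; A480 q20 s × 4 min; Activity was normalised to no-enzyme and no-compound control wells.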
# AmpC detergent: inhibitors of E. coli AmpC beta-lactamase with detergent | AmpC hydrolysis of nitrocefin, absorbance 480 nm, 0.01% Triton | actives 0.041% (n = 370,000) | Potency, µM (series often up to 114 µM), for the others: at the highest dose activity change, negative = inhibition, most hits filed as inhibitors | P00811;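 also: potency is read from the fitted curve at half-maximal effect; 0% = no-compound wells and -100% = no-enzyme wells; nearly all actives have a fitted effect of over 25% in size; some results filed as inactive show a strong effect at the top dose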
#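 20 mM phosphate pH 7.0 + 0.01% (detergent screen) or 0.0001% Triton X-100; 5.3 nM AmpC reagent; cpd preinc 15 min RT; nitrocefin (800 uM stock) to start; A480 q20 s × 4 min; Activity was normalised to no-enzyme and no-compound control wells.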
# Starred values were filed as active, the others as inactive; ? = inconclusive; / = no result given; [ ] = dose if it differs, or a comment. Unless noted, calls follow the shape of the dose curve; as a rule, active = well fitted curve in the direction sought with a large enough effect; inconclusive = small, poorly fitted or top-dose-only effect, or another doubt; inactive = no such curve, though single readings can be large; an effect the other way counts as inactive or inconclusive. Unless noted, % is scaled to controls: 0 for no effect and ±100 for the full control effect.
# The line under a structure holds: AmpC no deterg, Sm TGR block, AMA1 RON2 block, HCMV antiviral, AmpC detergent, FBPA Giardia inh
- CCSc1sccc1C1C(C#N)=C(N)N(c2cccnc2)C2=C1C(=O)CCC2 (stereo unspecified)
→ 0.1%, -22.0%, 46.9%[activator], 8.9, 4.4%, ?
- COC(=O)/C=C/c1sc2nc(C)cc(C)c2c1N=CN(C)C
→ 36.9%, 4.9%, 0.9%, -67.5*, -0.9%, -12.7%
- CCCc1nc(NCc2ccncc2)c2nnn(Cc3ccccc3F)c2n1
→ -21.5%, -14.3%, -6.8%, -23.9, -13.0%, 15.4%
- Cc1ccc(-n2c(SCC(N)=O)nnc2-c2ccco2)cc1
→ -0.6%, -27.3%, -7.3%, -13.2, 1.2%, 1.4%
- Cc1c(CN(C)C)c2c(n1Cc1ccccc1)C(=O)c1ccccc1-2
→ 20.7%, -18.3%, -25.5%, -33.2, 1.1%, -12.5%
- COc1cccc(C(=O)NOCc2ccccc2)c1OC
→ -6.8%, -8.7%, -11.6%, 18.2, -2.7%, /
- CCc1ccccc1NC(=O)[C@@H]1CCC(=O)N1C1OC(=O)c2c1ccc(OC)c2OC (stereo partly specified)
→ -10.8%, -3.6%, 6.6%, 13.2, ?, -29.8%
- CC(C)c1ccc(CNc2nnnn2C)cc1
→ -4.8%, 2.4%, 1.8%, -2.2, 3.2%, -0.7%
- Cc1ccc(SCCSc2ncccn2)cc1
→ -25.2%, -5.7%, 43.3%[activator], 157.8, ?, 2.2%
- Cc1cccc(NC(=O)NC(=O)c2ccccc2)n1
→ -2.4%, 1.7%, -1.3%, 31.8, -2.1%, 4.6%
- CCOC(=O)Cc1csc(NC(=O)c2ccc([N+](=O)[O-])cc2[N+](=O)[O-])n1
→ -31.5%, -9.8%, -4.5%, -4.3, 0.0%, ?
- Cc1ccccc1S(=O)(=O)N1[C@@H](c2ccccc2)C(C(=O)O)=CC[C@H]1c1ccc(Cl)cc1
→ -5.4%, -4.0%, -1.1%, -99.0*, 0.2%, /
- O=C(C1CCN(S(=O)(=O)N2CCOCC2)CC1)N1CCC2(CC1)OCCO2
→ -0.8%, -2.9%, 15.6%, 51.4, -0.7%, -6.5%
- Cc1cc(C)n(CCCNC(=O)C2CCC(=O)N(CCc3ccc(Cl)cc3)C2)n1 (stereo unspecified)
→ 135.2%[activator], -14.6%, -4.2%, 5.5, -2.4%, /
- COc1cc(C=O)ccc1Oc1ccc(S(=O)(=O)N2CCOCC2)cc1[N+](=O)[O-]
→ 1.0%, /, 3.1%, -6.5, /, /
- COC(=O)Cc1ccc(NC(=S)N2CCN(c3cccc(O)c3)CC2)cc1
→ -26.9%, -22.1%, 1.7%[11.6 µM], -63.9*, 1.1%, -4.1%
- Cc1ccccc1CSCC(=O)N1CCN(c2ccccc2)CC1
→ 23.0%, -8.5%, -9.3%, -29.9, -7.1%, 1.3%
- CCCCn1cc(S(=O)(=O)c2ccc(C)c(C)c2)c(=O)c2cc(F)c(N3CCCC(C)C3)cc21 (stereo unspecified)
→ /, 1.2%, /, 3.0, -6.5%, /
- C=CCn1cc(/C=C/c2cc[n+](C)cc2)c2ccccc21
→ 22.8%, -0.2%, -6.6%, -95.8*, -19.4%, -19.1%
- Cc1nc(NC(=O)c2cccnc2)ccc1Br
→ -16.3%, -0.4%, -0.1%, 141.7, -9.2%, 3.1%
- c1ccc2c(c1)ncn2CCN1CCCCC1
→ -28.9%, -2.6%, -9.4%, 14.7, 3.4%, -9.7%
- O=C(NCC1CCCCC1)c1cccc(-c2ccc(O)cc2)c1
→ -55.2%, -21.9%, 6.8%, ?, -7.2%, 0.7%
- Cc1cc(C)cc(NC(=O)C(C)N2C(=O)c3ccccc3C2=O)c1 (stereo unspecified)
→ -5.3%, -2.4%, -0.2%, 2.1, 0.5%, -0.5%
- COc1ccc(Cn2c(=O)[nH]c3cc(C(=O)NCCCOC(C)C)ccc3c2=O)cc1
→ 3.0%, 3.2%, 6.6%, -38.0, 9.2%, 9.1%
- COc1ccc(/C=N/n2cnnc2)cc1Cn1nc(C)c([N+](=O)[O-])c1C
→ 77.1%[activator], /, 0.4%, -11.9, 4.2%, 0.3%
- COc1ccc(NC(=O)CN(C)C(=O)c2cccc(S(=O)(=O)N3CCN(c4ccccc4)CC3)c2)cc1
→ 55.2%, -1.1%, -21.6%, ?, -14.9%, /
- CCOC(=O)CCc1c(C)c2ccc(OC(C)C(=O)OCC)c(C)c2oc1=O (stereo unspecified)
→ /, -6.8%, 5.9%, 39.8, 0.3%, 3.0%
- COC(=O)[C@@H](NC(=O)NCc1ccccc1F)C(C)C
→ -11.3%, -0.9%, 0.0%, 10.7, 0.6%, 3.0%
- CC(=O)NCCC(=O)Nc1cc(S(=O)(=O)N2CCOCC2)ccc1N1CCOCC1
→ -17.3%, 8.8%, 5.3%, 102.1, -15.6%, 6.3%
- Cc1ccc(-c2nnc(Nc3ccc4c(c3)OCO4)c3ccccc23)cc1S(N)(=O)=O
→ -29.8%, 4.2%, ?, -73.2*, -6.8%, -17.2%
- Cn1c(Cc2ccccc2)nnc1SCc1nc2ccccc2c(=O)[nH]1
→ -11.8%, 1.1%, 15.3%, -17.2, -1.6%, 1.2%
- COc1ccc(NC(=O)CSCC(=O)N(C)Cc2cccc(OC)c2OC)cc1
→ -9.0%, 9.7%, 33.6%[activator], -25.5, -4.3%, /
- O=C(c1ccco1)N1CCN(C(=O)c2cc3ccccc3oc2=O)CC1
→ -0.5%, -22.0%, 16.8%, 18.4, 2.3%, /
- O=C(Nc1ccccc1F)C1CCN(S(=O)(=O)c2cccc3nonc23)CC1
→ -39.0%, 5.3%, -14.4%, -2.4, ?, -3.4%
- Cc1ccc(S(=O)(=O)N2CCN(C)CC2)c2nsnc12
→ -11.0%, 1.8%, -5.6%, -37.6, -8.8%, -1.3%
- O=C(c1cncc(Br)c1)N1CCc2ccccc2C1
→ -4.0%, 8.3%, 10.0%, ?, 0.4%, 6.5%
- COc1ccc(N(Cc2cc3cccc(C)c3[nH]c2=O)C(=O)C2CCCO2)cc1 (stereo unspecified)
→ 41.2%, 21.8%, -6.6%, 20.2, 0.3%, -14.4%
- Cc1ccc(Cl)c(OCC(=O)OCC(=O)c2ccc[nH]2)c1
→ -12.7%, /, 0.7%[11.6 µM], -6.1, /, /
- CC(C)[C@H](NC(=O)C1CCN(C(=O)[C@H](Cc2ccccc2)NC(=O)OC(C)(C)C)CC1)C(=O)O
→ 6.2%, -0.4%, -5.4%, -26.7, -13.3%, -12.2%
- CCc1ccc(OCc2cnc(Cl)s2)cc1
→ -15.2%, 0.8%, 18.5%, ?, -8.2%, 0.2%
- COc1ccc(-c2ccc(SCC(=O)c3ccc(F)cc3)nn2)cc1OC
→ 100.7%[activator], 0.8%, 1.8%, 28.5, 9.8%, -16.8%
- CC(Cc1ccccn1)NC(=O)c1ccc(OC2CCN(CCc3ccccc3)CC2)cc1 (stereo unspecified)
→ 46.1%, -34.6%, -4.5%, 25.5, -2.8%, 6.7%
- COc1ccc(N2C(=NC(=O)C3CCCCC3)SC3CS(=O)(=O)CC32)c(OC)c1 (stereo unspecified)
→ -2.9%, 4.7%, 20.6%, -30.7, -3.2%, /
- Cc1ccc(NC(=O)c2cnn(C)c2)cc1[N+](=O)[O-]
→ -10.3%, 3.9%, 6.8%, 43.4, 4.5%, -3.9%
- COc1ccc(S(=O)(=O)Nc2ccc3ccccc3c2)cc1C
→ -55.7%, 2.0%, -2.4%, -13.1, -2.5%, -2.1%
- CS(=O)(=O)N(CC(=O)Nc1ccccc1C(=O)NCCc1ccccc1)c1ccc2c(c1)OCCO2
→ -10.4%, -34.5%, -14.0%, 54.4, ?, -5.4%
- CCc1nnc(NC(=O)CCC(=O)NC2CCCCCCC2)s1
→ -24.5%, -0.1%, 4.0%, 3.4, 4.3%, /
- COc1ccc(C(=O)COC(=O)C2CCN(S(=O)(=O)c3cccc4cccnc34)CC2)cc1
→ -15.9%, -8.1%, 4.7%, 79.0, -1.0%, -0.8%
- Cc1ccccc1N(CC(=O)NCc1ccncc1)S(C)(=O)=O
→ -3.6%, -15.4%, -5.5%, 18.1, -14.2%, -1.2%
- CC(C)(C)NC(=O)C(c1ccncc1)N(C(=O)C1CSC(=O)C1)c1ccccc1 (stereo unspecified)
→ -2.1%, 11.5%, -3.5%, -25.8, 0.5%, 4.5%

# Going on with the list:
# The line under a structure holds: AmpC no deterg, Sm TGR block, AMA1 RON2 block, HCMV antiviral, AmpC detergent, FBPA Giardia inh
- O=c1/c(=C/c2ccccn2)sc2nc3ccccc3n12
→ -12.2%, 1.8%, 9.9%, 69.2, -12.4%, -9.6%
- CC(C)C1=CC(=NS(=O)(=O)c2cccc([N+](=O)[O-])c2)C=C(C(C)C)C1=O
→ -31.0%, -51.2%, 3.1%, -34.6, 0.4%, -8.3%
- COc1ccc(NC(=O)c2cc(-c3cc(C)cc(C)c3O)n[nH]2)cc1Cl
→ 11.2µM*, -3.5%, 54.0%[activator], -39.6, -0.5%, -1.0%
- Cc1ccc(C(CCN)c2ccco2)cc1 (stereo unspecified)
→ -15.1%, -23.2%, 35.4%[activator], 9.2, -2.4%, 0.6%
- Cc1cc(C)c(NC(=O)C(C)(C)C)c(Cl)c1
→ -10.9%, 0.0%, -1.7%, 34.6, ?, 2.7%
- C=C1CCC[C@]2(C)C[C@H]3OC(=O)C(CNCCN(C)C)[C@H]3CC12 (stereo partly specified)
→ 14.5%, -17.6%, 45.7%[activator], -37.7, -4.4%, -8.8%
- COc1ccc(NC(=O)Nc2ccc(C)cc2OC(F)F)cc1OC
→ ?, -0.9%, -10.6%, -1.9, -6.0%, -1.3%
- Cn1c2c(c(=O)n(C)c1=O)C(CC(=O)Nc1ccccc1)C(=O)N2 (stereo unspecified)
→ -1.7%, 6.3%, -3.8%, 8.8, 0.8%, 0.8%
- Cc1cc(Cl)ccc1NC(=S)NCCN1CCOCC1
→ -4.3%, 12.3%, 8.2%, ?, 3.3%, -12.7%
- CCNC(=S)NNc1nnc(-c2ccccc2)c(-c2ccccc2)n1
→ -48.1%, 2.0%, 22.4%, 27.1, ?, ?
- COc1ccc(CN2CCc3c([nH]c4ccccc34)C2)cc1Br
→ -40.4%, -21.9%, ?, ?, -7.1%, ?
- CC(C)(Cc1nc2ccccc2[nH]1)C(=O)O
→ -16.7%, -3.0%, 27.0%, 2.1, -4.2%, -9.7%
- O=C(Cn1cnc([N+](=O)[O-])n1)NC1CC1
→ -4.7%, 6.0%, -0.3%, -10.0, ?, -11.4%
- CCOC(=O)c1sc(=S)n(-c2ccccc2)c1N
→ -5.3%, -5.3%, -4.8%, 13.5, -3.0%, -1.0%

# Source: PubChem (National Center for Advancing Translational Sciences (NCATS))
